Source: PubChem BioAssay (several laboratories)
Runt-CBFb FRET: inhibitors of human RUNX1 Runt domain binding to CBFb | Q01196+Q13951 | Cerulean-Runt/Venus-CBFb FRET ratio 530/480, 1 h | inhibition, % at 20 µM | AID 1496 | 220,000 tested, 0.46% active;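 active means inhibition over about 50% at 20 µM in the single-dose screen, limit read from the data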;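 further: 0% = DMSO wells and 100% = excess unlabeled CBFb competitor control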
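Doses: 20 µM compound in 1% DMSO | Material: Cerulean-labeled Runt domain protein | Amount: Each fluorescent fusion protein 100 nM | Schedule: Two 1 h room-temperature incubations shielded from light | Measured by: FRET fluorescence | Evaluation: Loss of energy transfer signal | Controls: Unlabeled CBFb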
EBV gp42 inh: inhibitors of Epstein-Barr virus glycoprotein 42 | Q1HVG2 | Fluorescence polarization binding assay, mP read-out | inhibition, % (tested at 21.74 µM) | 220,000 tested, 0.42% active | AID 1085; in the data active means inhibition above about 50%
L929 necroptosis: L929 zVAD cell death inhibition | L929 zVAD necroptosis rescue, ATP luminescence, 24 h; with zVAD 60 µM | viability rescue, % at 10 µM | 220,000 tested, 0.38% active | AID 1377;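 active means activation, scaled between plate controls, above about 75%, limit read from the data; inactive means activation under that limit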;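 further: 0% = zVAD with DMSO and 100% = DMSO alone without zVAD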
p47phox inh: blocks human p47phox regulatory protein of NADPH oxidases; AID 1274; inhibition, % at 24.7 µM; p47phox/p22phox peptide binding, fluorescence polarization, 2 h; 220,000 tested, 0.53% active;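 active means inhibition above about 30%, limit read from the data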;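 further: 0% = p47phox with labelled peptide and 100% = labelled peptide alone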
TbHK1 inh: blocks Trypanosoma brucei hexokinase 1 activity. 220,000 tested, 0.11% active. inhibition, % at 10 µM. recombinant TbHK1, G6PDH-coupled NADH A340;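 active means inhibition of 50% or more in the single-dose primary screen; inactive means inhibition below 50%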
Mdm2 ligase inh: inhibitors of human Mdm2 E3 ubiquitin ligase. signal enhancement, % at 5 µM. Q00987. 210,000 tested, 0.11% active. AID 1230. cell-based MDM2 ubiquitination luciferase reporter, 2 h; 0 = plate control, 100 = twice control, blank-subtracted;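 active means signal enhancement of 30% or more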;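 further: luminescence tracks abundance of the self-degrading MDM2-luciferase fusion protein; higher signal means inhibition of MDM2 E3 ligase activity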
Target sequence (Q00987 whole entry, looked up, the tested form may be a part): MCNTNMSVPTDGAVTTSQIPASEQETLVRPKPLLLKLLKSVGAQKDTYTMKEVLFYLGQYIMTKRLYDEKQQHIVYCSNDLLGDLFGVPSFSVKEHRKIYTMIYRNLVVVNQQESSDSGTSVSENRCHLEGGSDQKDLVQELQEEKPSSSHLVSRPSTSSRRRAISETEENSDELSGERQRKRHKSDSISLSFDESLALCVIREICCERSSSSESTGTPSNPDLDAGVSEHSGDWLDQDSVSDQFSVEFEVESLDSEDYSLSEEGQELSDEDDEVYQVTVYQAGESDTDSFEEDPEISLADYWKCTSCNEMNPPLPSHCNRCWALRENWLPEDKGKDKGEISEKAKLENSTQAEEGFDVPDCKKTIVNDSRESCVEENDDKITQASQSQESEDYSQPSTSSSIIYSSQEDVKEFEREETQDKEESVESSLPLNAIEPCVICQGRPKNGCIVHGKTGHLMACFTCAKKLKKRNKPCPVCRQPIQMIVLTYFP
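Material: Stable MDM2–luciferase fusion reporter cells | Amount: 2000 cells seeded into each well | Dosing: One concentration, 5 µM, with 0.2% DMSO | Incubation: 4 h cell settling then 2 h compound exposure, 37 °C | Measured by: Luciferase luminescence | Read-out basis: % enhancement relative to plate controls after blank subtraction | Benchmarks: Control and blank well means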
14-3-3 Bad PPI: disrupts binding of bovine 14-3-3 zeta to phospho-Bad peptide | TR-FRET 14-3-3zeta/Dy647-pBad peptide displacement, 1 h | P63103 | inhibition, % at 21.7 µM | AID 781 | 220,000 tested, 0.71% active;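 active means inhibition above about 70%, limit read from the data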;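 further: 0% = full 14-3-3 plus peptide FRET controls and 100% = background without 14-3-3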
Runt-SMMHC FRET: blocks binding of human RUNX1 Runt domain to CBFb-SMMHC | inhibition, % at 20 µM | AID 1434 | Cerulean-Runt/Venus-CBFb-SMMHC FRET ratio 530/480, 1 h | Q01196+Q13951 | 220,000 tested, 0.74% active;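 active means mean inhibition across duplicate retests at 20 µM reaching about 50%, limit read from the data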;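 further: 0% = DMSO wells and 100% = wells with excess untagged CBFb-SMMHC; inhibitors lower the FRET ratio by blocking Runt binding to CBFb-SMMHC; some results filed as inactive read as strong as hits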
Hck-Nef inh: inhibitors of human Hck kinase activated by Nef | 220,000 tested, 0.68% active | Recombinant Hck-YEEI plus Nef, Z-Lyte FRET kinase assay | AID 463187 | inhibition, % at 20 µM | P08631;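 active means Hck-Nef kinase inhibition above about 50%, limit read from the data; inactive means inhibition below that limit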;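 further: 0% = DMSO with Hck plus Nef and 100% = Hck alone without Nef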
Target sequence (P08631 whole entry, looked up): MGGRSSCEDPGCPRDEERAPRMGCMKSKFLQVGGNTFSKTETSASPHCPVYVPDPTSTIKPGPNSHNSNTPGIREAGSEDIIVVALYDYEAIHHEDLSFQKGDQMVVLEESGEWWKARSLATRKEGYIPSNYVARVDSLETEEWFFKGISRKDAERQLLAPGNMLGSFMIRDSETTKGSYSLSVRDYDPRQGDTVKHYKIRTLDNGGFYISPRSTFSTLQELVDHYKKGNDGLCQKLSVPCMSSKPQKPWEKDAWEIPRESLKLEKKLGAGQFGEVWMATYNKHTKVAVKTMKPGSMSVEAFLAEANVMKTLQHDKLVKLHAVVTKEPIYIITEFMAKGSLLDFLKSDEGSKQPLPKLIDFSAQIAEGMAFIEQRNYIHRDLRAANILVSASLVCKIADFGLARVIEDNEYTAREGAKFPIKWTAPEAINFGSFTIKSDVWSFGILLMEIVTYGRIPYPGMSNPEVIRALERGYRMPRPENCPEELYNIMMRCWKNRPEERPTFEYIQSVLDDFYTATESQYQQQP
Active calls of the source: *; x = not tested or not shown; [ ] = dose if it differs, or a comment.

Start of the data: the first 3 records as a preview:
molecule,Runt-CBFb FRET,EBV gp42 inh,L929 necroptosis,p47phox inh,TbHK1 inh,Mdm2 ligase inh,14-3-3 Bad PPI,Runt-SMMHC FRET,Hck-Nef inh
CCOC(=O)c1c(NC(=O)c2ccc(S(=O)(=O)N3CCOCC3)cc2)sc2c1CCN(C)C2,-1,-22,-0.5,-12,-28,3,38,35,2
CC1CCCC(NC(=O)COC(=O)c2c[nH]c(=O)[nH]c2=O)C1C (stereo not given),4,-14,0.8,-5,1,3,4[fluorescence artefact?],-2,0
CC(C)(C)NC(=O)NCC1CCCC1NC(=O)NC(C)(C)C (stereo not given),3,-15,0.3,3,-7,x,1,-1,11

Main list, from the start:
molecule,Runt-CBFb FRET,EBV gp42 inh,L929 necroptosis,p47phox inh,TbHK1 inh,Mdm2 ligase inh,14-3-3 Bad PPI,Runt-SMMHC FRET,Hck-Nef inh
CCOC(=O)c1c(NC(=O)c2ccc(S(=O)(=O)N3CCOCC3)cc2)sc2c1CCN(C)C2,-1,-22,-0.5,-12,-28,3,38,35,2
CC1CCCC(NC(=O)COC(=O)c2c[nH]c(=O)[nH]c2=O)C1C (stereo not given),4,-14,0.8,-5,1,3,4[fluorescence artefact?],-2,0
CC(C)(C)NC(=O)NCC1CCCC1NC(=O)NC(C)(C)C (stereo not given),3,-15,0.3,3,-7,x,1,-1,11
C=CCNC(=O)c1cc(-c2ccc(Br)cc2)on1,1,-29,1.8,-30,-2,-22,7,4,0
COC(=O)Cn1c(=O)c(C)nc2ccccc21,0,-2,2.3,-6,-7,-6,11,1,15
CC1(C)CC(N=c2cc(-c3ccccc3)oc3ccc(Cl)cc23)CC(C)(C)N1,1,-13,-3.1,-3,-40,-19,18,6,22
CCCOC(=O)Nc1nc2ccccc2o1,-2,-19,2.6,-11,1,-11,-4,-1,3
N#Cc1nc(-c2cccs2)oc1NCCN1CCOCC1,1,-13,0.2,-7,-36,6,26,4,-1
COC(=O)CN(C#N)c1nc(NC(C)C)nc(OC)n1,1,7,-0.7,1,0,x,-2,-2,10
Cc1ccc(NC(=O)C2CCCN2S(=O)(=O)c2ccc3c(c2)n(C)c(=O)c(=O)n3C)cc1 (stereo not given),2,-12,0.5,0,-22,-9,-7,0,-9
S=c1[nH]nc(CSCc2ccccc2Cl)n1C1CCCCC1,7,-9,1.0,-6,6,-16,-3,5,11
CCOc1ccc(CCNC(=O)CN2CCN(Cc3ccc(F)cc3)C2=O)cc1OCC,0,-8,0.3,-8,-8,-10,-5,0,-1
CC(C)C1Oc2ccccc2N(CC(=O)N(Cc2ccncc2)Cc2ccco2)C1=O (stereo not given),-4,-15,0.9,8,-5,-4,-6,-4,8
CC1(C)Cc2nc3sc4c(=O)n(CC(=O)NCc5ccco5)cnc4c3cc2CO1,0,-14,3.0,-4,-3,4,2,-4,6
COc1ccccc1NC(=O)CN1CCN(CC(=O)Nc2ccc3c(c2)OCCO3)CC1,3,-5,1.4,-14,-4,-6,1,4,1
O=C(c1ccco1)c1cn(CC(=O)N2CCCCCC2)c2ccccc12,1,-12,4.0,-7,-17,0,-7,1,-68
O=C(O)C1CC(O)CN1S(=O)(=O)c1cccs1 (stereo not given),2,-21,-0.2,-9,-3,-5,4,-2,1
CC(C)[C@H](NC(N)=O)C(=O)NCCc1ccc(Cl)cc1Cl,0,-14,-1.2,-32,3,-6,0,1,22
Cc1[nH]c(C)c2c(=O)n(Cc3ccc(Cl)cc3)ncc12,0,0,0.5,-12,-11,-3,1,0,11
CCN(c1cccc(C)c1)S(=O)(=O)c1ccc2[nH]c(=O)c(=O)[nH]c2c1,3,-21,-0.5,-1,-21,-23,-10,2,0
Cc1ccc(S(=O)(=O)NC2=NCCC2)cc1,-1,-2,0.2,-12,3,21,6,-1,-1
CCc1c(C#N)c(SCc2c(C)noc2C)nc2c1C(=O)CC(C)(C)C2,1,5,x,1,2,-7,1[fluorescence artefact?],-3,-14
CCSc1ccc(-c2ccco2)nn1,13,-2,1.3,10,-2,-12,-14,8,13
N#Cc1ccc(COC(=O)CSc2nnc(N)s2)cc1,1,0,0.2,-2,1,-3,4,4,0
Cc1nn(CCCC(=O)Nc2c(F)cc(F)cc2Br)c(C)c1[N+](=O)[O-],0,12,-0.7,8,6,5,25,3,13
CN(C)CCNc1nc(S(=O)(=O)c2ccccc2)c(Cl)s1,-2,-20,-1.3,-8,0,-18,-6,0,18
Fc1ccccc1/C=N/NC(=S)Nc1ccc(Cl)cc1Cl,2,-2,-0.1,-14,2,-2,-6,-4,3
Cc1cc(N2CCOCC2)nc2ccc(NC(=S)N3CCN(c4ccccc4)CC3)cc12,0,-7,0.1,-2,0,-15,15,-2,15
CC(C)Sc1nc2c(c(=O)n(C)c(=O)n2C)n1C,-1,-11,0.0,-6,-8,-1,-3,-3,1
CCOc1ccc(Nc2nc(N3CCCC3)nc(N3CCN(c4ccc(OC)cc4)CC3)n2)cc1,-1,2,2.3,3,-5,-8,-8,-1,20
CCOC(=O)C1CCN(C(=O)CCc2c(C)nc3ncnn3c2C)CC1,0,-16,0.5,-19,2,-11,5,2,1
CCOC(=O)N1CCN(S(=O)(=O)c2cccc3cccnc23)CC1,-2,-9,0.9,-2,-1,-8,-2,3,0
Cn1c(SCC(=O)c2ccccc2)nnc1-c1ccncc1,0,-2,2.4,-11,-1,-20,4,1,3
O=C(COc1ccccc1[N+](=O)[O-])N/N=C/c1ccc[nH]1,3,0,-0.1,5,-25,1,3,1,22
CC1CCCCC12NC(=O)N(CC(=O)NCc1ccc3c(c1)OCO3)C2=O (stereo not given),-1,-2,0.3,1,3,-30,6,2,5
COc1cc(OC)cc(C(=O)NCC(=O)OCC(=O)Nc2ncc(Cl)cc2Cl)c1,-1,4,4.1,-4,0,1,-5,-6,-2
CC(C)NC(=O)NC(=O)CSc1ncccn1,0,7,2.9,2,-5,-6,0,1,8
CCc1nc2sc3c(Cl)ncnc3c2c2c1CCCC2,-1,-18,-0.2,-8,-4,-4,0,-3,16
Cc1ccc2c(c1)c1ncn(CCC3=CCCCC3)c(=O)c1n2C,-5,-3,8.2,0,4,-1,-11[fluorescence artefact?],0,8
CC(C)C(c1nnnn1Cc1ccco1)N1CCN(c2nc3ccccc3s2)CC1 (stereo not given),6,-9,-0.5,-10,0,6,5,4,-12
N#C/C(=C/c1ccco1)C(N)=S,22,-3,0.6,4,-43,-7,-4,-8,13
CN1CCn2c1nc(N1CCOCC1)nc2=O,2,-27,-0.3,0,-5,-5,-9,3,4
COc1ccc(/C=C(/NC(=O)/C=C/c2ccccc2)C(=O)N2CCOCC2)cc1,-2,-6,0.4,24,-28,-8,-7[fluorescence artefact?],0,-1
O=C(CCCCCCC(=O)c1ccccc1)c1ccccc1,-1,-2,1.2,-8,-3,-12,-9,0,22
CCN1CCCC(OC(=O)Nc2ccccc2)C1 (stereo not given),2,-16,-0.3,-8,-2,-6,0,0,3
Cc1ccc(-n2c(C)cc(/C=N/Nc3ccc([N+](=O)[O-])cn3)c2C)c(C)c1,-4,-46,0.2,-36,-5,-7,32,-20,0
Cc1cc(N2CCCC(C(=O)Nc3ccc4c(c3)CCC4)C2)n2ncnc2n1 (stereo not given),1,-9,-0.1,-7,7,-16,1,3,0
CC(C)(C)c1cc(NC(=O)CSc2nnc(N)s2)n(-c2ccccc2)n1,2,-19,2.9,9,-2,-1,9,1,1
CC1CCN(C(=O)CSc2nnc(-c3cccnc3)n2C2CCCCC2)CC1,3,-4,-0.5,-2,5,-2,0[fluorescence artefact?],-2,-1
CN1N=C(/C=C/c2ccccc2)CCC1=O,-2,-13,-0.5,9,-39,-8,0,0,17

Next part.
molecule,Runt-CBFb FRET,EBV gp42 inh,L929 necroptosis,p47phox inh,TbHK1 inh,Mdm2 ligase inh,14-3-3 Bad PPI,Runt-SMMHC FRET,Hck-Nef inh
COc1ccc(/C=C(\NC(=O)c2ccc(C)cc2)C(=O)NCC2CCCO2)cc1 (stereo not given),2,-6,1.8,-16,-4,-15,-2,1,-36
CCOC(=O)Cn1c(=N)n(CCOc2ccc(F)cc2)c2ccccc21,2,-6,-0.7,-6,-11,-4,-13,0,18
COc1ccc2c(c1)CCC/C2=N/OC(=O)c1ccccc1OC,-2,8,0.2,-6,0,-20,9,-2,-8
COc1cc(OC)cc(C(=O)N[C@H](C(=O)Nc2nc(-c3ccc(F)c(F)c3)cs2)C(C)C)c1,0,-3,3.0,-13,-1,-7,-2,-4,31
CCC/C(C)=C/c1ccc(CC)cn1,3,-5,0.8,7,-3,-7,-3,-7,5
Cc1ccc(OCC(=O)NN=C2c3ccccc3-c3ccccc32)cc1,-5,-27,0.0,0,-7,1,6,3,1
Cc1ccc(-n2nc(C)cc2Nc2ncc(Cl)cc2Cl)cc1,-1,-17,0.1,-7,-6,-7,8,6,1
CC(C)c1ccc(Nc2nnc(SCC(=O)c3nnc(-c4ccccc4)o3)s2)cc1,12,-37,x,-109,0,11,-15[fluorescence artefact?],8,38
CCCCCC1CCC(C(=O)O)CC1 (stereo not given),-2,2,1.1,-3,-2,-17,1,-3,1
COc1ccc(C(C[N+](=O)[O-])C2(c3ccc(OC)c(OC)c3)C(=O)c3ccccc3C2=O)cc1 (stereo not given),9,-2,-0.6,-11,-34,-11,-4,1,6
CCCNC(=O)Cc1c(O)c2ccccc2[nH]c1=O,0,-18,0.6,1,1,-13,3[fluorescence artefact?],-3,-3
COc1ccc(NC(=O)C(F)(F)F)cc1OC,-2,-23,-0.1,-12,0,-9,28,-3,1
O=c1c2c3c(sc2nc(NCCO)n1CCc1ccccc1)CCCCC3,7,8,4.6,-33,-13,-9,-10,2,3
CCOc1ccc(NC(=O)COC(=O)CCS(=O)(=O)c2ccc(C)cc2)cc1,0,-9,0.6,-4,-4,-8,-5,-6,19
COC(=O)c1cc(C#N)c(Oc2ccccc2OC)nc1C,0,-5,1.3,3,-7,-42,-17,-3,-1
Cc1ccc(S(=O)(=O)N(CC(=O)N2CCC(C)CC2)Cc2ccccc2F)cc1,-3,-4,-0.8,-9,4,-4,-3[fluorescence artefact?],0,7
CN(CCC1CCOCC1)Cc1cn[nH]c1-c1ccc(-c2ccccc2)cc1,2,6,3.2,2,12,-2,4,-3,31
CCn1cc(C(=O)N2CCc3ccccc32)c(=O)c2cc(S(=O)(=O)N3CCCC3)ccc21,-2,-2,x,-12,-26,9,7,5,4
O=C(c1cc(C2CC2)nc2ccc(Br)cc12)N1N=C(C(F)F)CC1(O)C(F)F (stereo not given),-1,10,-1.0,3,-4,0,4,-6,-6
COc1ccc(-c2cc(C(F)(F)F)c(C#N)c(SCC(=O)Nc3ccccc3C#N)n2)cc1,-51,-29,-0.4,-11,-1,-8,44,-288,4
CNC(=S)/N=C/NOCc1c(Cl)cccc1Cl,1,-4,-1.5,-2,4,-13,-6,-2,23
